Source: PubChem BioAssay (National Center for Advancing Translational Sciences (NCATS))
GALK inhibitor = inhibitors of human galactokinase | 0.007% of 270,000 active | Potency, µM (series often up to 57.5 µM), for inactives: at the top dose activity change, negative = inhibition, usual class: inhibitors | P51570 | Purified GALK, Kinase-Glo residual ATP luminescence; further: potency means the concentration at half of the fitted maximal effect; on the % scale 0 is the no-effect control and ±100 the full control effect
Target sequence (P51570 whole entry, looked up): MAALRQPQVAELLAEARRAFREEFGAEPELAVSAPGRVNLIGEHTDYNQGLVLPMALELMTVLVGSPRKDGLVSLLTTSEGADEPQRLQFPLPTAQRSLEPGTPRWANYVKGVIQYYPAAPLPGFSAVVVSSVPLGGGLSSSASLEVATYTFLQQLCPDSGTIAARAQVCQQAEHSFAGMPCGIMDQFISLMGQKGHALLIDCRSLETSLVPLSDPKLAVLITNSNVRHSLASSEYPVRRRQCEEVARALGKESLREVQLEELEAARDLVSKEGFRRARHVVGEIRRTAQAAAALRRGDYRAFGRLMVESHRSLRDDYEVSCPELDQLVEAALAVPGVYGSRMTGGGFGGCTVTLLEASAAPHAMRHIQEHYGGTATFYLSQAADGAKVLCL
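The enzyme phosphorylates galactose (100 uM) using ATP (35 uM); inhibition is detected as higher residual ATP, quantified by bioluminescence after 1 h reaction at room temperature, pH 8.0.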
Giardia killer = Giardia lamblia killing | Giardia lamblia trophozoite viability | activity change, % at 7.66 µM, hits read low | 0.15% of 340,000 active; in the data active means activity change below about -80%; inconclusive means between about -30% and that limit;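 further: parasites exposed to compound for two days anaerobically before the ATP read; on the % scale 0 is the no-effect control and ±100 the full control effect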
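ATP-content bioluminescence gauges trophozoite survival. Cells (100/well) receive compound and incubate anaerobically for 48 hrs at 37 deg C; detection reagent follows for 15-30 min at room temperature.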
PKM2 activator = activators of human pyruvate kinase M2; P14618; purified PKM2, Kinase-Glo ATP luminescence, activation; response scale: 0% is enzyme alone, no compound; Potency, µM (titrated, usually from 57.5 µM), inactives show top-dose activation, actives largely listed as activators; 0.34% of 260,000 active; further: potency means the concentration at half of the fitted maximal effect; on the % scale 0 is the no-effect control and ±100 the full control effect; nearly all actives have a fitted effect of over 55% in size
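hPK-M2, >95% pure; 0.1 mM ADP / 0.5 mM PEP final; imidazole pH7.2 buffer w/ 7 mM MgCl2, 50 mM KCl; 1 h RT; Kinase-Glo lum. Intermediate enzyme activity for dual inhibitor/activator qHTS.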
FBPA coupling cs = coupling enzyme interference in Giardia aldolase counter-screen. coupling enzyme system counterscreen, AmpLite Red fluorescence. AID 2472. 0.67% of 290,000 active. activity change, negative = inhibition, % at 58.2 µM, hits read low; in the data active means activity change below about -30%; further: on the % scale 0 is the no-effect control and ±100 the full control effect
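Activity here indicates interference with the coupling reaction, not aldolase inhibition. Compounds at 57.5 uM final met coupling enzymes for 10 min at RT; substrate and AmpLite Red detection followed, with a 525/598 nm fluorescence read after 20 min.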
Tb PFK inh = T. brucei PFK enzyme inhibition. Potency, µM (titrated, usually from 57.5 µM), for inactives: top-dose activity, negative = inhibition, usual class: inhibitors. 0.17% of 330,000 active. T. brucei PFK, ADP-Glo luminescence. AID 485367. O15648;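 further: potency means the concentration at half of the fitted maximal effect; 0% = uninhibited 1x PFK enzyme wells and -100% = no-enzyme wells; nearly all actives have a fitted effect of over 60% in size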
Target sequence (O15648 whole entry, looked up): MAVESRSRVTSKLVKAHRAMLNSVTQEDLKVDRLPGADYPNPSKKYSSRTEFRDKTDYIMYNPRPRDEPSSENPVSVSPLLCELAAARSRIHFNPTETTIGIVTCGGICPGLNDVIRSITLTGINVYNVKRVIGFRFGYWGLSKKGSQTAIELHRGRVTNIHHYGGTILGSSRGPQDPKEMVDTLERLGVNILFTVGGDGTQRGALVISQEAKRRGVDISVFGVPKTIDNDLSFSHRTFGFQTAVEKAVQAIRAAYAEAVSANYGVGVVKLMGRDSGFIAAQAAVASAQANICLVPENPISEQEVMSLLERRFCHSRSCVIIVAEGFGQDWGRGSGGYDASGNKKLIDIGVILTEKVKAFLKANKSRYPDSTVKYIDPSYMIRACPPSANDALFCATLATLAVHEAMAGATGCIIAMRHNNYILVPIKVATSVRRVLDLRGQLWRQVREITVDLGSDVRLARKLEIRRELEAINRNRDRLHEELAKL
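ADP-Glo luminescence quantified ADP after 45 min at room temperature, with 1.25 nM T. brucei PFK, 0.1 mM ATP and 0.5 mM fructose-6-phosphate in pH 8.0 TEA buffer. qHTS titrations up to 57 µM; curves classified by quality.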
Chronic BCR inh = blocks chronic active B-cell receptor signaling; AID 493014; Potency, µM (highest dose often 46.1 µM), without a hit: at the top dose ratio change, negative = lower green/red ratio, usual class: inhibitors; ABC-DLBCL IkBa-CBG/CBR reporter, luminescence ratio, 4 h; 0.05% of 340,000 active; active means well fitted inhibition curve with a large enough effect in the signal ratio, with a control signal flat, not every such curve was filed as active; inconclusive means small, poorly fitted or top-dose-only effect, or effect the other way, or a change in a side signal; the % refers to the signal ratio;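 further: potency means the concentration at half of the fitted maximal effect; plate controls were basal doxycycline-induced cells for no effect and cells given 10 µM MG132 for full effect; MG132 reads +100%, hits lower the ratio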
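Compounds up to 46 uM were incubated four hours with TMD8 cells whose green CBG68 luciferase is fused to IkappaBalpha; red CBR luminescence normalised the signal, and concentration-effect curves were fitted to fusion, red and ratio data.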
B2AR arrestin = recruits beta-arrestin to the human beta2-adrenergic receptor; beta-arrestin recruitment to beta2AR, cell-based reporter; 0.02% of 330,000 active; Potency, µM (top dose mostly 46.1 µM), for the others: top-dose activation, hits mostly activators; P07550;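 further: potency means the concentration at half of the fitted maximal effect; 0% = DMSO controls and full agonism = EC100 isoproterenol or metaproterenol; nearly all actives have a fitted effect of over 65% in size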
Menin-MLL TR inh = inhibitors of human menin-MLL interaction, mutant MLL peptide; AID 1768; Menin + Texas Red MLL mutant peptide, fluorescence polarization; O00255; 0.23% of 270,000 active; Potency, µM (doses to about 61.6 µM), inactives show at the top dose FP activity change, negative = inhibition, hits mostly inhibitors; active means well fitted inhibition curve with a large enough effect in the polarisation, with a control signal flat, not every such curve was filed as active; inconclusive means small, poorly fitted or top-dose-only effect, or effect the other way, or a change in a side signal; inactive means no such curve, though single readings can be large or run the other way; the % refers to the polarisation; further: potency means the concentration at half of the fitted maximal effect; % of control where 0% means no effect; many of its hits are not listed in these tables
TSG101-PTAP inh = blocks PTAP/TSG101 interaction to inhibit HIV-1 budding; Q99816; 340,000 tested, under 10 active; Fluorescence polarization, FITC-PTAP peptide / Tsg101 binding; Potency, µM (doses to about 115 µM), inactives show at the highest dose activity change, negative = inhibition, most hits filed as inhibitors; active means well fitted inhibition curve with a large enough effect in the main read-out, with a control signal flat, not every such curve was filed as active; inconclusive means small, poorly fitted or top-dose-only effect, or effect the other way, or a change in a side signal; inactive means no such curve, though single readings can be large or run the other way; further: potency means the concentration at half of the fitted maximal effect; % of control where 0% means no effect
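Fluorescence polarization binding of Tsg101 binding domain (10 uM final) to FITC-labeled PTAP peptide (50 nM final) in HEPES pH 7.5 buffer with NaCl, Tween 20, EDTA, TCEP. Compounds added before peptide; binding 20 min at RT.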
Integrin act MD = activators of alpha7 integrin expression for muscular dystrophy. alpha7betagal myoblasts, beta-gal FDG fluorescence, 48 h. Potency, µM (highest dose often 38.3 µM), for the others: at the top dose activation, hits mostly activators. 0.064% of 350,000 active. AID 624291;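 further: potency means the concentration at half of the fitted maximal effect; 100% = response of the positive control SU9516; nearly all actives have a fitted effect of over 60% in size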
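Alpha7betagal+/- myoblasts (passage 13) were plated 16-24 hr, then exposed to compounds (1:260 dilution of DMSO stock) for 48 hours at 37C. After MPER lysis, β-galactosidase reporter activity was read as FDG fluorescence (ex 480/em 540) after 30 minutes.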
ASM inhibitor = human S-ASM enzyme inhibition | 0.006% of 340,000 active | P17405 | Potency, µM (top dose mostly 57.5 µM), without a hit: at the top dose activity change, negative = inhibition, usual class: inhibitors | AID 504937 | placental ASM, HMU-PC fluorogenic substrate, 60 min; further: potency means the concentration at half of the fitted maximal effect
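Human placenta-derived ASM preincubated with compound 10 min at room temperature, then reacted with 9 uM (final) fluorogenic HMU-PC substrate for 60 min at 37 C. Stop solution raises pH to 10; fluorescence read at Ex 386/Em 447 nm.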
* marks the source's active call; other numbers are inactive results; u = inconclusive; x = not tested or not shown; [ ] = another dose, or the depositor's remark. Unless noted, the call rests on the fitted dose curve; in most records, active means well fitted curve in the direction sought with a large enough effect; inconclusive means small, poorly fitted or top-dose-only effect, or another doubt; inactive means no such curve, though single readings can be large; an effect the other way counts as inactive or inconclusive. This is a subset; the hit share may differ from the screen's.

Below each compound: GALK inhibitor | Giardia killer | PKM2 activator | FBPA coupling cs | Tb PFK inh | Chronic BCR inh | B2AR arrestin | Menin-MLL TR inh | TSG101-PTAP inh | Integrin act MD | ASM inhibitor
1	COc1ccc(Cl)cc1NC(=O)Nc1cccc([N+](=O)[O-])c1C
 : -1% | -4 | -2% | -6 | 0% | 8% | 0.0% | u | -1% | -14% | -22%
2	CCN1CCCC1CNC(=O)c1cc(OC)c(OC)c(OC)c1 (stereo unspecified)
 : -2% | -4 | -2% | 2 | 1% | -1% | 0.5% | -9% | -5% | -24% | 0%
3	COc1ccc(OC)c(N=C2C(=O)Nc3ccccc32)c1
 : -3% | 19 | 1% | -14 | 0% | 0% | 0.9% | -18% | -7% | 14% | 2%
4	COc1cc(/C=C/C(=O)O)ccc1OS(=O)(=O)c1ccc(C)cc1
 : 7% | -1 | -6% | 13 | -1% | 7% | 0.1% | 25% | -3% | 16% | 4%
5	COc1nc(OC/C(N)=N/O)nc(N2CCOCC2)n1
 : 0% | 4 | -2% | 4 | -2% | -1% | 0.2% | -13% | -2% | -2% | 5%
6	COC(=O)c1ccc(OC(=O)c2cccs2)cc1
 : 1% | -9 | 3% | 0 | -1% | -3% | 0.1% | 1% | -4% | 16% | 0%
7	COc1ccc(NS(=O)(=O)c2cccc(C(=O)OCC(=O)c3c(N)n(C)c(=O)n(C)c3=O)c2)cc1
 : x | -12 | x | x | 2% | 0% | 0.3% | x | -3% | 20% | -16%
8	CCN1CCN(c2nc(Nc3ccccc3F)nc(N)c2[N+](=O)[O-])CC1
 : -1% | 40[activator] | -1% | 5 | -1% | -12% | -0.2% | x | -7% | -26% | -8%
9	Cc1cc(Cl)cc(Br)c1OCCNCC(C)O (stereo unspecified)
 : 1% | 4 | -3% | 2 | 1% | -3% | -0.3% | -1% | 1% | -22% | -1%
10	Cc1ccc(C(=O)OC(C)C(=O)Nc2ccc3c(c2)OCO3)c(O)c1 (stereo unspecified)
 : x | -4 | x | x | -1% | 5% | 0.1% | x | -1% | -7% | -5%
11	CC(=O)NC(Cc1cccc(C)c1)C(=O)NC1CCN(C(=O)c2ccc([N+](=O)[O-])cc2)CC1 (stereo unspecified)
 : -2% | -5 | -8% | 2 | -2% | -2% | 0.2% | 7% | 1% | -14% | 4%
12	O=C(NCc1ccccc1C(F)(F)F)C1CCC(=O)N(CCCc2ccccc2)C1 (stereo unspecified)
 : 1% | -18 | 2% | x | -3% | -2% | 3.5% | x | -4% | 9% | 6%
13	COc1ccc(C(=O)NC2CCCc3c2cnn3-c2cccc(C)c2C)o1 (stereo unspecified)
 : -3% | -19 | x | x | 3% | 1% | 0.5% | x | -9% | 26% | 1%
14	CCOc1ccc(NC(=O)c2ccc(OCC3CCCO3)cc2)cc1S(=O)(=O)N(CC)CC (stereo unspecified)
 : x | -7 | x | x | 5% | -1% | -0.2% | x | -3% | -29% | -3%
15	CN(Cc1ccc(OC(F)F)cc1)C(=O)c1ccc2nccnc2c1
 : 9% | -5 | -2% | 1 | -1% | -1% | -1.6% | 0% | -1% | 3% | 2%
16	COc1ccccc1N(CC(=O)NCCSCc1ccccc1)S(=O)(=O)c1ccc(C)cc1
 : 12% | 3 | x | -1 | 0% | 12% | -0.8% | 15% | 0% | -13% | 3%
17	Cc1ccc(S(=O)(=O)N2CCC(C)CC2)cc1C(=O)NCCN1CCOCC1
 : -2% | 3 | 0% | 1 | 1% | 1% | -0.8% | 3% | -2% | -15% | x
18	COc1cc2c3c(c1OC)C1(C=CC(=O)C=C1)CC3N(C(=O)c1ccccc1)CC2 (stereo unspecified)
 : -4% | 13 | -1% | -3 | 10% | -2% | -0.1% | 7% | x | -20% | 0%
19	Cc1cccc(NC(=O)CCc2ccc(S(=O)(=O)NC3CCCCC3)cc2)c1
 : 1% | 7 | 2% | 2 | 0% | u | 0.3% | 1% | -4% | 41% | -7%
20	CN1c2ccccc2-c2nc3ccccc3n2C1c1ccncc1 (stereo unspecified)
 : -1% | 0 | -1% | -1 | 2% | u | -0.2% | 2% | -7% | -3% | 340%[activator]

Following part
Below each compound: GALK inhibitor | Giardia killer | PKM2 activator | FBPA coupling cs | Tb PFK inh | Chronic BCR inh | B2AR arrestin | Menin-MLL TR inh | TSG101-PTAP inh | Integrin act MD | ASM inhibitor
21	Cc1ccccc1C(=O)N1CCC(C(=O)Nc2ccc(S(=O)(=O)N3CCOCC3)cc2)CC1
 : x | 3 | x | x | -2% | 10% | -0.2% | x | -4% | 21% | 6%
22	COc1ccc(OCC(=O)Nc2cc(-c3nn4c(C)nnc4s3)ccc2C)cc1
 : 1% | 9 | -2% | 0 | -5% | 0% | 0.2% | 0%[11.7 µM] | -1% | -17% | -1%
23	Cc1ccc(S(=O)(=O)N(C)c2ccccc2C(=O)NC2CCCC2)cc1
 : -3% | 1 | -2% | -2 | -25% | 3% | -1.0% | -21% | -1% | 7% | 3%
24	COc1cc(C)nc(NS(=O)(=O)c2ccc(C)cc2)n1
 : -3% | 12 | -5% | -12 | 0% | 0% | 0.0% | 2% | 1% | 15% | 2%
25	CN(Cc1ccccc1)S(=O)(=O)c1cccs1
 : -2% | -1 | 7% | -11 | 2% | u | -0.1% | -2% | -2% | -27% | 1%
26	Cc1cc(C)n2nc(SCC(=O)N(Cc3ccccc3)C3CCS(=O)(=O)C3)nc2n1 (stereo unspecified)
 : -1% | 10 | -4% | -1 | 8% | 0% | -0.1% | 0% | -4% | 21% | 1%
27	COc1ccc(NC(=O)Cc2nnc(SCC(=O)Nc3ccc(F)cc3)n2C)cc1
 : 0% | 6 | 2% | 3 | 3% | -3% | 0.0% | -1% | -6% | 7% | -1%
28	COc1ccc(C2C(C#N)=C(N)OC3=C2C(=O)CCC3)cc1Cn1cc([N+](=O)[O-])cn1 (stereo unspecified)
 : -1% | -10 | 6% | 1 | -4% | -9% | 2.7% | 7% | 0% | -4% | -2%
29	O=C(Nc1ccc(Cl)cc1C(=O)N1CCCC1)c1cccc([N+](=O)[O-])c1
 : 4% | -5 | -1% | -3 | -5% | 4% | -1.8% | -12% | 0% | -19% | -1%
30	COc1ccc(C2C3C(C)=NN=C3CC(C)(O)C2C(C)=O)cc1 (stereo unspecified)
 : -3% | -4 | -1% | 7 | -1% | 1% | -1.0% | 3% | 1% | -12% | 0%
31	CN(CCC(=O)Nc1cc(S(=O)(=O)N(C)C)ccc1Cl)CC(=O)Nc1ccc(F)cc1
 : 1% | 5 | -1% | 1 | 8% | -1% | 0.0% | 7% | -1% | -18% | 0%
32	Nc1ccccc1Nc1cccc(C(F)(F)F)c1
 : -2% | 15 | 1% | -3 | -8% | u | -1.0% | 6% | 0% | -30% | -14%
33	CC(OC(=O)c1cc2sccc2n1C)C(=O)NC(C)(C)C (stereo unspecified)
 : 2% | -8 | 3% | 3 | -3% | u | -0.3% | -4% | 2% | 11% | -5%
34	CCOc1ccc(NC(=O)CN(C)C(=O)C2CCN(c3ncnc4sc(C)c(C)c34)CC2)cc1OCC
 : -1% | 17 | -3% | -2 | -2% | u | 2.4% | -9% | x | 10% | -1%
35	O=C(c1cnc2n(c1=O)CCS2)N1CCc2ccccc21
 : 0% | 8 | 2% | -1 | -2% | 2% | -0.7% | -7% | -9% | 9% | -3%
36	O=C(Nc1ccc(OC(F)(F)F)cc1)C1CCCN(S(=O)(=O)c2cccnc2)C1 (stereo unspecified)
 : 0% | -15 | -1% | 0 | 3% | u | 0.6% | 15% | -4% | -30% | -1%
37	Cc1ccc(-n2c(C)n[nH]c2=S)cc1C
 : -1% | 2 | -2% | 3 | -9% | 3% | 2.2% | -5% | -2% | 19% | 6%
38	CCc1cc[n+](-c2nc3ccccc3nc2[N-]S(=O)(=O)c2ccc(Br)s2)cc1
 : 1% | 14 | 21% | -14 | -2% | u | -0.3% | -3% | -14% | u | -3%
39	O=C1NC[C@H](c2ccccc2)OC(=O)[C@@H](Cc2ccc(F)cc2)C/C=C\C[C@H]1CC(=O)N(CCO)Cc1ccccc1
 : x | 13 | x | x | 7% | u | -0.1% | x | -6% | -44% | -3%
40	O=S(=O)(Nc1ccccc1N1CCOCC1)c1ccc(Cl)cc1
 : x | 4 | x | x | -5% | 0% | -0.4% | x | -2% | 37% | 0%
41	O=C(CCN1C(=O)S/C(=C/c2ccc(Cl)cc2)C1=O)N1CCOCC1
 : x | -19 | 1% | 1 | -6% | -9% | -0.4% | -9% | -3% | 2% | 6%
